Large T inhibition – SV40 large T antigen inhibitors, biochemical (AID 1903). 310,000 tested, 0.39% active. SV40 large T antigen ATPase/helicase inhibition assay; higher % means a stronger effect. inhibition, % at 20 µM, or IC50 in µM where a hit was titrated; in the data active = a potency from the dose series; inconclusive = inhibition mostly from about 32% at the one dose, without a potency; inactive = the rest, 99 in 100 with inhibition below about 32%; note: strong numbers were not always called active
ER stress rescue – rescue of cells from ER stress-induced death, primary screen, 384-well, CSM14.1, thapsigargin, ATP luminescence (AID 1222); cellular ATP content (survival), % at 20 µM; hits with a dose series show EC50 in µM; 190,000 tested, under 10 active; CSM14.1 thapsigargin-induced death rescue, ATP luminescence; higher % means a stronger effect;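 active = EC50 below 50 µM in the dose-response confirmation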;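 note: death triggered by thapsigargin at about 15 µM added after 2 h compound pretreatment; cell ATP read after overnight thapsigargin exposure of roughly 18 to 22 hours; normalized against plate controls of thapsigargin alone and 5% DMSO vehicle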
RSV antiviral HEp-2 – RSV antiviral activity via CPE protection, HEp-2 cells, primary 10 µM value included (AID 2391); HEp-2 cells, RSV-induced CPE inhibition; higher % means a stronger effect; CPE inhibition, % at 10 µM; hits with a dose series show IC50 in µM; 310,000 tested, 0.13% active; in the data active = a potency from the dose series; inconclusive = CPE inhibition mostly from about 23% at the one dose, without a potency; inactive = the rest, 99 in 100 with CPE inhibition below about 21%; note: strong numbers were not always called active
Dengue-2 NS5 capping – flavivirus cap methylation enzyme inhibition – biochemical, confirmation dose response, primary screen (AID 588689). Dengue-2 NS5 methyltransferase capping enzyme assay, biochemical; higher % means a stronger effect. 340,000 tested, 0.3% active. one-dose inhibition, % at 25 µM; IC50 in µM for titrated hits; in the data active = a potency from the dose series; inconclusive = inhibition above about 29% without an active follow-up result
West Nile virus CPE – inhibition of WNV-induced cytopathic effect – cell-based, CPE readout (AID 1621) | 290,000 tested, 0.02% active | West Nile virus-infected cells, CPE inhibition; higher % means a stronger effect | one-dose CPE inhibition, % at 10 µM; IC50 in µM for titrated hits; in the data active = a potency from the dose series; inconclusive = CPE inhibition mostly from about 3.7% at the one dose, without a potency; inactive = the rest, 99 in 100 with CPE inhibition below about 2.2%; note: strong numbers were not always called active
PhoP inhibition – PhoP-dependent GFP reporter repression – Salmonella Typhimurium, primary screen (AID 1863) | S. Typhimurium PhoP-regulated promoter GFP reporter, 4 h; higher % means a stronger effect | inhibition, % at 50 µM; hits with a dose series show IC50 in µM | 300,000 tested, 0.16% active;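 active = inhibition over 29.93%, a cutoff 3 SD above the screen mean, later confirmed by dose response; inconclusive = inhibition over 29.93% but no dose response follow-up; inactive = inhibition at most 29.93% or unconfirmed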;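 note: 0% = low Mg2+ inducing control and 100% = high Mg2+ repressing control; strong numbers were not always called active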
GPR35 antagonists – GPR35 antagonists blocking zaprinast-driven arrestin recruitment, primary screen, imaging, U2OS, beta-arrestin-GFP, zaprinast agonist (AID 2058); inhibition, % at 10 µM, or IC50 in µM where a hit was titrated; U2OS GPR35 beta-arrestin-GFP translocation imaging, zaprinast antagonism; higher % means a stronger effect; 290,000 tested, 0.052% active;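 active = inhibition of at least 50% with at least 30 cells and total cytoplasm GFP at most 10,000,000; inconclusive = under 30 cells or total GFP of 10,000,000 plus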
LYP phosphatase – PTPN22 lymphoid phosphatase activity blockers – biochemical, fluorescence intensity, uHTS (AID 1779). recombinant LYP phosphatase, fluorescence intensity; higher % means a stronger effect. inhibition, % at 11.5 µM, or IC50 in µM where a hit was titrated. 290,000 tested, 0.054% active; in the data active = inhibition above about 50%;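 note: plate controls were vehicle with enzyme for no effect and no enzyme for full effect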
Rac1 GTP hydrolysis – MgcRacGAP GTPase-activating activity inhibitors, confirmation, biochemical, ADP Hunter fluorescence. MgcRacGAP-stimulated Rac1 GTP hydrolysis, ADP Hunter fluorescence; higher % means a stronger effect; GST-tagged Rac1 F28L mutant substrate. inhibition, % at 30 µM; hits with a dose series show IC50 in µM. AID 624330. 340,000 tested, 0.6% active;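 active = first-screen hits whose inhibition reached a set limit at any dose in the follow-up dose series; inconclusive = inhibition above the set first-screen limit but never retested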;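 note: fluorescence reports GDP produced by GAP-driven GTP hydrolysis; strong numbers were not always called active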
Dengue-2 NS5 capping pilot replicate – also measured in Dengue-2 NS5 capping; calls as there; inhibition, %; measured here: pilot screen replicate inhibition
* hit, by the source's call; u = inconclusive; x = no result given.

SMILES	Large T inhibition	ER stress rescue	RSV antiviral HEp-2	Dengue-2 NS5 capping	West Nile virus CPE	PhoP inhibition	GPR35 antagonists	LYP phosphatase	Rac1 GTP hydrolysis	others
Cc1cc(OCC(=O)Nc2ccc(F)c(F)c2)nc(C(C)C)n1	5%	-1.1%	-0.3%	-1%	-0.5%	-3%	0%	3%	1%
Cc1ccc(/C=N/NC(=O)c2nnn(-c3nonc3N)c2C(C)C)s1	12%	x	5.7%	4%	u	9%	3%	-8%	4%
COc1cc(C(=S)N2CCCC2)cc(OC)c1OS(=O)(=O)c1ccc(NC(C)=O)cc1	5%	-2.9%	2.2%	-4%	2.2%	-9%	10%	-2%	-5%
CCOC(=O)C1(CCOc2ccccc2)CCN(Cc2cccn2-c2cccnc2)CC1	5%	3.5%	7.1%	-7%	-1.3%	-4%	-8%	-8%	6%
CCOc1ccccc1NC(=O)NC1(C(=O)N2CCN3CCCC3C2)CCCCC1 (centres undefined)	1%	-0.7%	2.2%	7%	0.4%	11%	21%	-1%	6%
CC1CC(C)CN(S(=O)(=O)N2CCCC(C(=O)NCc3ccccc3Cl)C2)C1 (centres undefined)	9%	x	8.5%	6%	0.3%	3%	9%	-5%	9%
CCOC(=O)c1[nH]c(=O)[nH]c1CSc1nc(C)cc(C)n1	0%	-2.1%	0.6%	x	0.7%	-6%	-1%	-2%	-8%
BrC(=C\c1ccccc1)/C=N/n1cnnc1	1%	2.1%	x	-14%	39µM*	6%	-3%	4%	0%
CCN(CC)CC(O)CN(c1ccccc1)S(=O)(=O)c1ccc2ccccc2c1 (centres undefined)	1%	x	0.1%	-5%	-0.4%	x	9%	-8%	4%
CCOC(=O)c1c(N)nn(C(=O)c2ccccc2)c1-c1ccccc1	8%	-0.5%	1.1%	2%	-0.3%	13%	-4%	0%	1%
CC(C)n1nnnc1SCC(=O)Nc1cccc(F)c1	x	x	x	-4%	0.2%	x	-9%	-17%	2%
CCc1cccc2c(C#N)cn(CCOc3ccccc3OC)c12	2%	6.5%	2.6%	-12%	-1.0%	-8%	9%	1%	5%
O=C(NCCN1C(=O)C2C3C=CC(C3)C2C1=O)Nc1ccc(Br)cc1 (centres undefined)	1%	-0.5%	1.0%	-2%	0.1%	1%	-7%	-6%	10%
CC(C)CCNC(=O)NC(=O)CSc1nnc(COc2ccccc2Cl)o1	20%	-2.2%	1.2%	0%	-0.1%	4%	10%	-1%	0%
CCC(c1nnnn1Cc1ccccc1)N1CCN(c2ccc(OC)cc2)CC1 (centres undefined)	28%	1.1%	-1.1%	-16%	-1.1%	-7%	8%	-2%	40%
CCc1ccc(OCC(=O)O/N=C(\N)c2ccncc2)cc1	3%	x	13%	2%	-0.9%	1%	4%	-6%	6%
Cc1ccc(C(=O)Nc2cccc(NC(=O)c3ccc(C)o3)n2)o1	-1%	x	-0.5%	-8%	-0.9%	-4%	-13%	-4%	11%
Cc1cccc(-c2cc3nc(-c4ccccc4)cc(N4CCC5(CC4)OCCO5)n3n2)c1	3%	-0.2%	u	-10%	-0.1%	-5%	-18%	-1%	-2%
CCNC(=O)CP(=O)(c1ccccc1)c1ccccc1	5%	-0.6%	1.9%	-8%	-0.4%	3%	19%	-5%	7%
CCOc1ccc(-n2c([S-])c(C(=O)Nc3ccc(S(=O)(=O)N4CCOCC4)cc3)[n+]3cc(C(N)=O)ccc23)cc1	16%	x	1.3%	7%	-0.1%	-14%	11%	-2%	5%
COc1ccc(C2NC(=O)c3ccccc3O2)cc1 (centres undefined)	8%	x	0.6%	-9%	0.1%	0%	6%	-6%	7%
Cn1cccc1CC(=O)NNC(=S)Nc1ccc(F)cc1	35%	-1.3%	1.2%	-6%	0.4%	28%	0%	0%	8%
COc1ccccc1CNC(=O)C1=C(C)C(=O)OC12CCC(C)CC2 (centres undefined)	2%	2.6%	1.3%	-2%	-0.2%	11%	14%	-2%	5%
COc1cc(OC)cc(C(=O)NCc2ccc3[nH]c(C)cc3c2)c1	8%	0.2%	0.9%	-4%	-0.3%	3%	-5%	0%	5%
Cc1cc(C(=O)N2CCCC(C(=O)c3cccc4ccccc34)C2)nc(C)n1 (centres undefined)	1%	1.9%	-1.1%	-7%	-0.8%	-1%	5%	2%	13%
Further compounds:
SMILES	Large T inhibition	ER stress rescue	RSV antiviral HEp-2	Dengue-2 NS5 capping	West Nile virus CPE	PhoP inhibition	GPR35 antagonists	LYP phosphatase	Rac1 GTP hydrolysis	others
CCC(CC)NC(=O)COC(=O)c1cc(SC)ccc1Cl	7%	-1.6%	-0.1%	x	-0.4%	-3%	12%	-5%	x
Cc1cn2c(-c3ccncc3)nnc2s1	2%	-0.6%	0.9%	5%	x	0%	17%	-7%	0%
CC(C)(C)NC(=O)c1cc(NC(=O)c2cccs2)cc(NC(=O)c2cccs2)c1	9%	x	2.8%	-4%	0.1%	-2%	-8%	-12%	-3%
Cn1c(CO)cnc1S(=O)(=O)Cc1ccc(Cl)cc1	-2%	-0.5%	1.4%	-6%	1.2%	6%	-4%	-10%	3%
CCCCC(CC)C(=O)Nc1ccc(C#N)cc1 (centres undefined)	11%	-1.7%	3.0%	-9%	-0.5%	7%	-12%	1%	2%
COc1ccc(/C=N/n2c(-c3n[nH]c4c3CCC4)n[nH]c2=S)cc1OC	24%	-0.1%	0.7%	-5%	-0.2%	-12%	8%	-3%	80µM*
O=C1CC(Nc2ccc(N3CCOCC3)cc2)C(=O)N1Cc1ccccc1 (centres undefined)	27%	0.4%	-1.5%	23%	-0.5%	2%	3%	-7%	140µM*
CC(=O)Oc1ccc(C(C)=O)c2c1OCCO2	21%	-3.0%	-0.4%	1%	1.4%	15%	1%	-3%	2%
COc1cc(NC(=O)COC(C)=O)cc(OC)c1OC	18%	-1.2%	-0.1%	-2%	-0.1%	-9%	22%	-7%	-7%
Cc1cccc(N=Nc2c(N)n[nH]c2N)c1	u	x	0.6%	5%	-0.5%	2%	5%	-8%	26%
Cc1cc[n+](-c2[nH]c(=O)sc2/C=N/N=C(\[O-])c2ccccc2)cc1	16%	x	x	x	0.4%	1%	4%	-3%	x
OCCNCCCCCOc1ccc(F)cc1	11%	5.7%	0.9%	-3%	-0.4%	1%	0%	-7%	3%
O=C(CN1CCCCCC1)Nc1ccc(Cl)cn1	-12%	x	-0.6%	-1%	-0.2%	-6%	-18%	-4%	8%
O=C(Nc1nnc(C2CC2)s1)C1CCCO1 (centres undefined)	2%	0.3%	1.1%	-5%	-0.1%	-4%	4%	-9%	8%
Cc1ccc(S(=O)(=O)N2CCN(C(=O)CN3C(=O)NC4(CCOc5ccccc54)C3=O)CC2)cc1 (centres undefined)	-4%	4.7%	1.4%	0%	-0.4%	0%	-6%	-4%	4%
COc1ccc(Nc2nnc(SCC(=O)Nc3ccc4[nH]c(=O)[nH]c4c3)s2)cc1	11%	-1.6%	0.0%	9%	-0.2%	0%	-1%	-7%	-25%
O=C(Nc1ccc(N2CCOCC2)cc1)c1ccc2nc(-c3ccco3)c(-c3ccco3)nc2c1	4%	-1.1%	-1.7%	3%	0.6%	-6%	-4%	1%	10%
COC(=O)c1ccc(COc2cc([N+](=O)[O-])cc3cccnc23)o1	14%	-0.9%	2.3%	-2%	1.3%	3%	1%	-1%	4%
COc1ccc2[nH]c3c(c2c1)CN(C)CC3	6%	0.3%	-0.9%	14%	0.9%	5%	-2%	-2%	3%	Dengue-2 NS5 capping pilot replicate=2.4
CCOc1cc(C(=O)NCc2ccc3c(c2)OCO3)cc(OCC)c1OCC	3%	x	0.1%	-9%	-0.7%	4%	14%	-7%	7%
COc1cc(C(=O)N(CCc2ccccc2)C2=CC3CCC(C2)N3C)cc(OC)c1OC (centres undefined)	11%	5.2%	1.0%	5%	0.0%	1%	-3%	-8%	3%
Cc1cc(S(=O)(=O)NC2CC(C)(C)NC(C)(C)C2)c(Cl)cc1Cl	1%	x	-1.5%	1%	-0.5%	9%	-10%	-12%	0%
O=C(O)c1ccc(Cl)c(S(=O)(=O)Nc2ccccc2Cc2ccccc2)c1	7%	x	0.6%	-1%	0.2%	-5%	-10%	3%	8%
Oc1ccc(/C=N/Nc2ccnc3cc(Cl)ccc23)c(O)c1	9%	x	-1.2%	-12%	0.5%	-5%	6%	-11%	18%
Cn1c(=O)c2nc(-c3ccc(Cl)cc3Cl)oc2c2ccccc21	3%	-2.4%	3.6%	-2%	-0.4%	3%	-10%	0%	9%
CC1C(c2ccccc2)N(C)C(c2ccccc2)CC1(O)c1ccccc1 (centres undefined)	1%	-3.2%	2.3%	-3%	u	15%	-4%	1%	13%
CCCCNC(=O)C1CCCN(S(=O)(=O)CC)C1 (centres undefined)	10%	0.0%	0.4%	-6%	1.3%	-1%	-14%	-8%	7%
Cc1ccc(NC(=O)/C=C/c2ccco2)cc1S(=O)(=O)N1CCCCCC1	21%	x	0.6%	-19%	x	x	x	x	13%
Cc1ccc(OCCCCN(C)Cc2ccccc2)c(Br)c1	9%	-1.0%	0.6%	-1%	-1.7%	-3%	6%	-8%	14%

Compounds from the list above containing a cyano group, in the order listed:
SMILES	Large T inhibition	ER stress rescue	RSV antiviral HEp-2	Dengue-2 NS5 capping	West Nile virus CPE	PhoP inhibition	GPR35 antagonists	LYP phosphatase	Rac1 GTP hydrolysis	others
CCc1cccc2c(C#N)cn(CCOc3ccccc3OC)c12	2%	6.5%	2.6%	-12%	-1.0%	-8%	9%	1%	5%
CCCCC(CC)C(=O)Nc1ccc(C#N)cc1 (centres undefined)	11%	-1.7%	3.0%	-9%	-0.5%	7%	-12%	1%	2%

Grouped by structure: the entries above with an NH in an aromatic ring
SMILES	Large T inhibition	ER stress rescue	RSV antiviral HEp-2	Dengue-2 NS5 capping	West Nile virus CPE	PhoP inhibition	GPR35 antagonists	LYP phosphatase	Rac1 GTP hydrolysis	others
CCOC(=O)c1[nH]c(=O)[nH]c1CSc1nc(C)cc(C)n1	0%	-2.1%	0.6%	x	0.7%	-6%	-1%	-2%	-8%
COc1cc(OC)cc(C(=O)NCc2ccc3[nH]c(C)cc3c2)c1	8%	0.2%	0.9%	-4%	-0.3%	3%	-5%	0%	5%
COc1ccc(/C=N/n2c(-c3n[nH]c4c3CCC4)n[nH]c2=S)cc1OC	24%	-0.1%	0.7%	-5%	-0.2%	-12%	8%	-3%	80µM*
Cc1cccc(N=Nc2c(N)n[nH]c2N)c1	u	x	0.6%	5%	-0.5%	2%	5%	-8%	26%
Cc1cc[n+](-c2[nH]c(=O)sc2/C=N/N=C(\[O-])c2ccccc2)cc1	16%	x	x	x	0.4%	1%	4%	-3%	x
COc1ccc(Nc2nnc(SCC(=O)Nc3ccc4[nH]c(=O)[nH]c4c3)s2)cc1	11%	-1.6%	0.0%	9%	-0.2%	0%	-1%	-7%	-25%
COc1ccc2[nH]c3c(c2c1)CN(C)CC3	6%	0.3%	-0.9%	14%	0.9%	5%	-2%	-2%	3%	Dengue-2 NS5 capping pilot replicate=2.4

High-throughput results: PubChem BioAssay, several laboratories
